HT1080 IDH1KD tx: HT-1080 IDH1 knockdown cell toxicity (counter line); HT-1080 IDH1 knockdown viability, ATP luminescence, 48 h; Potency, µM (highest dose often 46.1 µM), for the others: at the highest dose activity, negative = toxicity, hits mostly cytotoxic; 360,000 compounds, 2% hits; AID 686971;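 also: potency is read from the fitted curve at half-maximal effect; 0% = DMSO wells and -100% = cell-free medium wells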
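IDH1KD HT-1080 cells, 750/well, RPMI + 5% FBS; compound pinned after 2 h settling; 48 h, 37 °C; CellTiter-Glo luminescence; % activity normalised to DMSO and no-cell wells; curves fitted, classed by r2 and efficacy.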
ATXN2 expr inh: ATXN2 expression inhibition; HEK-293 ATXN2-luciferase reporter, luminescence, 24 h; Potency, µM (series often up to 57 µM), for inactives: top-dose activity change, negative = inhibition, hits mostly inhibitors; 360,000 compounds, 0.72% hits; AID 1745845; also: potency is read from the fitted curve at half-maximal effect; % is scaled to controls: 0 for no effect and ±100 for the full control effect; nearly all actives have a fitted effect of over 55% in size
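ATXN2-luciferase reporter cells (luciferase flanked by upstream and downstream ATXN2 gene portions) were treated 24 h at 37 °C with compounds at up to 57 uM. SteadyGlo luminescence gave expression; GF-AFC fluorescence gave viability.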
WRN inhibitor: WRN helicase (human) inhibition; Q14191; WRN helicase unwinding, fluorescent forked duplex, kinetic; Potency, µM (doses to about 114 µM), for the others: at the top dose activity change, negative = inhibition, hits mostly inhibitors; 360,000 compounds, 0.46% hits; AID 651768; also: potency is read from the fitted curve at half-maximal effect; % is scaled to controls: 0 for no effect and ±100 for the full control effect; nearly all actives have a fitted effect of over 55% in size
Target sequence (Q14191 whole entry, looked up): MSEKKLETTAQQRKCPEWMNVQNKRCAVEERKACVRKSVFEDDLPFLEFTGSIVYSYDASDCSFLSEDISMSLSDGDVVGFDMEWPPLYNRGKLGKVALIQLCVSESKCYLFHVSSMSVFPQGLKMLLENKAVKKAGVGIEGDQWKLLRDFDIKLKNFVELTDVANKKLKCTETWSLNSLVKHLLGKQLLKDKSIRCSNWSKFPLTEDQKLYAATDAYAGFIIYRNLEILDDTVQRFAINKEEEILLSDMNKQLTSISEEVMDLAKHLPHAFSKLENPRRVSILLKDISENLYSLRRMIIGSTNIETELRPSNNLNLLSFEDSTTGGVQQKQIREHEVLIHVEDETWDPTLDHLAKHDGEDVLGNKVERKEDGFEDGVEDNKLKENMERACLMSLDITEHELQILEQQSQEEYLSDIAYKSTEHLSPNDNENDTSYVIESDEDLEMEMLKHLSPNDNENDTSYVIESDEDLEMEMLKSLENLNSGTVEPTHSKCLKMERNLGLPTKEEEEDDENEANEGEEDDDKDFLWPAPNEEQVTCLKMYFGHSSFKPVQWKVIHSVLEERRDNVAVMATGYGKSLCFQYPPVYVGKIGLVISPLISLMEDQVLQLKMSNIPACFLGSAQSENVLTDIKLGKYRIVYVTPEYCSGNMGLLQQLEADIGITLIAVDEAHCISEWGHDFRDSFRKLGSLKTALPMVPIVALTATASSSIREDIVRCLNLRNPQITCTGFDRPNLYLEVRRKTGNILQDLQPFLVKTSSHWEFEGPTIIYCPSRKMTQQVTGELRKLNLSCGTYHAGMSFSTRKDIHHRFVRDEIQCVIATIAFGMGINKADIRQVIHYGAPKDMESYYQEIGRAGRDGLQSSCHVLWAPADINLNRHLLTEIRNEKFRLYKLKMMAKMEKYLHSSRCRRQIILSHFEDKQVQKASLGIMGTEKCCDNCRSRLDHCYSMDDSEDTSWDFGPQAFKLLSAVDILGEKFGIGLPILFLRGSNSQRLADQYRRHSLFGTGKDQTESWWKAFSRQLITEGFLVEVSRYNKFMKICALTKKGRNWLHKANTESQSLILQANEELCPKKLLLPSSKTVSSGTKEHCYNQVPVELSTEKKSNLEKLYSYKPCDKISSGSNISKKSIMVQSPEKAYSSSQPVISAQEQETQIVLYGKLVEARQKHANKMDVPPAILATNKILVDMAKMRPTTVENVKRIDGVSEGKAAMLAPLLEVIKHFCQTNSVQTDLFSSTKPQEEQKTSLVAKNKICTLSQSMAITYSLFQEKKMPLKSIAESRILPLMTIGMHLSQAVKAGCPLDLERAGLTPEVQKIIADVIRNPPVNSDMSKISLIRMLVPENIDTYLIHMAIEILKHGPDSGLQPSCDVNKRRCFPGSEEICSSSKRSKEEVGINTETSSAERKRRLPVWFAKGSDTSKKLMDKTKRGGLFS
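WRN at 20 nM final preincubated with compound 15 min at room temperature; reaction started with 100 nM fluorophore/quencher forked duplex oligonucleotide and 2 mM ATP final. Unwinding followed kinetically by red fluorescence (ex 525, em 598 nm).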
KB-3-1 tox: KB-3-1 parental cell cytotoxicity | Potency, µM (titrated, usually from 46.1 µM), for the others: at the highest dose activity change, negative = cytotoxic, usual class: cytotoxic | 400,000 compounds, 1.4% hits | KB-3-1 viability, CellTiter-Glo ATP luminescence, 72 h; also: potency is read from the fitted curve at half-maximal effect; % is scaled to controls: 0 for no effect and ±100 for the full control effect; nearly all actives have a fitted effect of over 60% in size
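Cells are dispensed, compounds pinned in, plates held at 37 °C for 72 h, then CellTiter-Glo is added and luminescence read after 10 minutes. Cell line: parental KB-3-1 in phenol-red-free DMEM, 10% FBS.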
HT1080NT lethal: kills 2HG-producing HT-1080-NT fibrosarcoma cells; HT-1080-NT fibrosarcoma viability, CellTiter-Glo ATP luminescence, 48 h; Potency, µM (series often up to 46.1 µM), for the others: at the highest dose activity, negative = less viability, usual class: cytotoxic; 360,000 compounds, 1.6% hits; AID 686970;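 also: NT is the 2HG producing partner of a matched IDH1 knockdown line; potency is read from the fitted curve at half-maximal effect; 0% = DMSO-treated cells and -100% = media-only wells without cells; nearly all actives have a fitted effect of over 55% in size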
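Toxicity toward the 2HG-producing NT line was scored as %Activity, normalised to DMSO and no-cell wells, from CellTiter-Glo luminescence after 48 hours' treatment.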
SW480 rereplic: inducers of DNA re-replication in SW480 colon cancer cells | SW480 DNA re-replication, Hoechst DNA content imaging, 48 h | Potency, µM (doses to about 46.1 µM), for inactives: at the highest dose re-replication activation, actives largely listed as activators | 340,000 compounds, 1.8% hits; also: potency is read from the fitted curve at half-maximal effect; % of control where 0% means no effect; nearly all actives have a fitted effect of over 55% in size
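SW480 cells exposed to compounds for 48 hr at 37 C, 5% CO2, then Hoechst-stained 40 min. Nuclear DNA content imaged by fluorescence scanning (405 nm excitation, 500-530 nm emission); re-replication scored as increased high-intensity nuclei.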
MCF10A rereplic: inducers of DNA re-replication in MCF 10A breast cells | MCF 10A DNA re-replication, Hoechst nuclear intensity, 48 h | Potency, µM (top dose mostly 46.1 µM), for the others: at the top dose activity, positive = re-replication, usual class: activators | 350,000 compounds, 2.9% hits | AID 624296; also: potency is read from the fitted curve at half-maximal effect; % of control where 0% means no effect; nearly all actives have a fitted effect of over 50% in size
IL1B secr inh: inflammasome signaling inhibition, IL-1 beta readout; THP-1 LPS/ATP IL-1B secretion, AlphaLISA, 16 h; hits give low values; activity change, % at 57.5 µM; 360,000 compounds, 4.7% hits; AID 743279; in the data active = activity change below about -50%; inconclusive = mostly about -30% to -49%; also: % is scaled to controls: 0 for no effect and ±100 for the full control effect
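THP-1 cells pretreated 1 hr with compounds (up to 57.5 uM final), then stimulated with LPS (250 ng/mL final) plus ATP (1.25 mM final); secreted IL-1B measured by AlphaLISA after 16 hr, decreased signal indicating inhibition.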
KB-V1 cytotox: KB-V1 MDR subline cytotoxicity; KB-V1 MDR cells viability, CellTiter-Glo, 72 h; Potency, µM (top dose mostly 46.1 µM), for the others: at the highest dose activity change, negative = cytotoxicity, hits mostly cytotoxic; 400,000 compounds, 3.4% hits; also: potency is read from the fitted curve at half-maximal effect; % is scaled to controls: 0 for no effect and ±100 for the full control effect; nearly all actives have a fitted effect of over 60% in size
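Cytotoxicity toward P-gp-expressing KB-V1 cells was determined as loss of CellTiter-Glo luminescence after 72 h at 37 degrees C. Compounds were tested in quantitative HTS format across a concentration range, with curves fitted to normalized data.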
* = called active by the depositor; ? = inconclusive; / = not tested or not shown; & = joins results of further samples; [ ] = dose if it differs, or a comment. Unless noted, calls follow the shape of the dose curve; as a rule, active = well fitted curve in the direction sought with a large enough effect; inconclusive = small, poorly fitted or top-dose-only effect, or another doubt; inactive = no such curve, though single readings can be large; an effect the other way counts as inactive or inconclusive.

molecule,HT1080 IDH1KD tx,ATXN2 expr inh,WRN inhibitor,KB-3-1 tox,HT1080NT lethal,SW480 rereplic,MCF10A rereplic,IL1B secr inh,KB-V1 cytotox
CCCCn1c(N)c(N(Cc2ccccc2OC)C(=O)C2=COCCO2)c(=O)[nH]c1=O,15%,-3%,-13%,4%,-5%,88%,-2%,7,?
Cc1ccccc1C(=O)Nc1ccc(C(=O)NNC(=O)CCCOc2ccc(Cl)cc2Cl)cc1,-18%,?,-11%,-10%,-14%,-13%,-3%,-13,10%
CCC(=O)c1ccc(OCC(O)Cn2nc(C)c(Br)c2C)cc1 (configuration not stated),2%,4%,1%,4%,0%,?,15%,9,27%
CCCc1cc(=O)[nH]c(SCc2csc(-c3ccccc3)n2)n1,17%,2%,1%,15%,-1%,-1%,?,32,43%
O=C(Cn1c(=O)oc2cc(S(=O)(=O)N3CCCCCC3)ccc21)NC1CCCCCCC1,1%,2%,-3%,-3%,1%,4%,-3%,-8,3%
CC1(C)C(=O)Nc2ccccc2N1C(=O)COC(=O)c1cccc(O)c1,6%,-3%,2%,-8%,3%,?,6%,-22,-4%
COCc1cc(C)nc(SCC[N+](C)(C)CC(=O)c2ccc(Br)cc2)c1C#N,-10%,13%,9%,-5%,0%,-2%,8%,-19,3%
COc1ccc(C(=O)NCCc2c[nH]c3ccccc23)cc1OC,-5%,33%,4%,2%,7%,-4%,3%,-1,-4%
COc1ccc(N2CCN(S(=O)(=O)c3cc(-c4cc(C)no4)ccc3C(C)C)CC2)cc1,11%,/,-4%,2%,18%,-2%,13%,-1,?
O=C(NNC(=O)c1ccccc1F)c1ccc(-n2cncn2)c([N+](=O)[O-])c1,-1%,-8%,-5%,20%,2%,-3%,-2%,17,0%
COc1ccc(-n2nnnc2SCC(=O)Nc2c(C)n[nH]c2C)cc1,9%,-2%,-18%,?,-2%,-6%,2%,12,0%
COCCNC(=O)C1(C)CCCN(C(=O)c2cnc3ccccc3n2)C1 (configuration not stated),18%,17%,1%,0%,?,/,/,0,0%
CC(=O)NCCCCCCNC(C)=O,17%,2%,12%,0%,?,?,-1%&-7%,2,12%
COc1ccccc1-n1c(=S)[nH]c2c(sc(=S)n2-c2ccccc2)c1=O,-9%,-9%,-6%,-4%,2%,-1%,10%,-25,-5%
CC(=O)NC(=S)Nc1ccc(-c2nc3ccc(C)cc3s2)cc1,2%,0%,-3%,13%,5%,-5%,6%,18,1%
COc1ccccc1CN1CCNC(=O)C1CC(=O)N(C)CC1CCOCC1 (configuration not stated),15%,15%,-5%,-6%,23%,3%,3%,6,5%
CC1CCC(C(C)C)C(OCC(O)CNC(C)(C)C)C1 (configuration not stated),-2%,/,1%,-2%,-19%,2%,12%,-27,-1%
COc1ccc(OC)c(Nc2nc3ccc(C)cc3n3cnnc23)c1,14%,7%,-4%,-23%,8%,8%,18µM*,16,-7%
NC(=O)CC(NC(=O)c1ccccc1)c1ccc(N2CCC(Cc3ccccc3)CC2)c([N+](=O)[O-])c1 (configuration not stated),?,?,0%,?,-29%,10%,?,-20,?
COc1cc(-c2noc(CCC(=O)NC3CCCC3)n2)cc(OC)c1OC,-1%,-3%,-4%,-2%,-7%,-17%,-20%,2,15%

Some of the entries so far, with two lines to a compound:
Results follow in this order: HT1080 IDH1KD tx | ATXN2 expr inh | WRN inhibitor | KB-3-1 tox | HT1080NT lethal | SW480 rereplic | MCF10A rereplic | IL1B secr inh | KB-V1 cytotox
> COc1ccc(C(=O)NCCc2c[nH]c3ccccc23)cc1OC
 : -5% | 33% | 4% | 2% | 7% | -4% | 3% | -1 | -4%
> COc1ccc(N2CCN(S(=O)(=O)c3cc(-c4cc(C)no4)ccc3C(C)C)CC2)cc1
 : 11% | / | -4% | 2% | 18% | -2% | 13% | -1 | ?
> O=C(NNC(=O)c1ccccc1F)c1ccc(-n2cncn2)c([N+](=O)[O-])c1
 : -1% | -8% | -5% | 20% | 2% | -3% | -2% | 17 | 0%
> COc1ccc(-n2nnnc2SCC(=O)Nc2c(C)n[nH]c2C)cc1
 : 9% | -2% | -18% | ? | -2% | -6% | 2% | 12 | 0%
> COCCNC(=O)C1(C)CCCN(C(=O)c2cnc3ccccc3n2)C1 (configuration not stated)
 : 18% | 17% | 1% | 0% | ? | / | / | 0 | 0%
> CC(=O)NCCCCCCNC(C)=O
 : 17% | 2% | 12% | 0% | ? | ? | -1%&-7% | 2 | 12%
> COc1ccccc1-n1c(=S)[nH]c2c(sc(=S)n2-c2ccccc2)c1=O
 : -9% | -9% | -6% | -4% | 2% | -1% | 10% | -25 | -5%
> CC(=O)NC(=S)Nc1ccc(-c2nc3ccc(C)cc3s2)cc1
 : 2% | 0% | -3% | 13% | 5% | -5% | 6% | 18 | 1%
> COc1ccccc1CN1CCNC(=O)C1CC(=O)N(C)CC1CCOCC1 (configuration not stated)
 : 15% | 15% | -5% | -6% | 23% | 3% | 3% | 6 | 5%
> CC1CCC(C(C)C)C(OCC(O)CNC(C)(C)C)C1 (configuration not stated)
 : -2% | / | 1% | -2% | -19% | 2% | 12% | -27 | -1%
> COc1ccc(OC)c(Nc2nc3ccc(C)cc3n3cnnc23)c1
 : 14% | 7% | -4% | -23% | 8% | 8% | 18µM* | 16 | -7%
> NC(=O)CC(NC(=O)c1ccccc1)c1ccc(N2CCC(Cc3ccccc3)CC2)c([N+](=O)[O-])c1 (configuration not stated)
 : ? | ? | 0% | ? | -29% | 10% | ? | -20 | ?

Next section:
molecule,HT1080 IDH1KD tx,ATXN2 expr inh,WRN inhibitor,KB-3-1 tox,HT1080NT lethal,SW480 rereplic,MCF10A rereplic,IL1B secr inh,KB-V1 cytotox
COc1ccc([C@H]2CC(=O)C=C(c3ccc(OC)cc3OC)C2)cc1,2.1µM*,38%,-2%,0.82µM*,2.3µM*,13µM*,?,50,1.5µM*
Cc1ccc(NC(=O)CSc2nnc(-c3ccc(S(=O)(=O)N4CCOCC4)cc3)n2C)cc1,0%,1%,5%,6%,4%,0%,5%,-5,?
Cc1cccc2cc(C#N)c(NCCNC(=O)c3ccccc3)nc12,5%,/,-12%,-21%,13%,/,/,-26,?
CC1CCCN(c2nc3nonc3nc2Nc2ccccc2F)C1 (configuration not stated),-8%,-22%[11.3 µM],-7%,0%,-22%,11%,6%,20,0%
CC1(C)CC(NC(=O)c2ccccn2)CC(C)(C)N1O,1%,/,6%,-1%,5%,-49%,-30%,-8,2%
COCc1c(C(=O)Nc2nnc(C3CC3)s2)oc2ccccc12,0%,/,2%,?,-1%,/,/,9,-15%
Cc1cccc(C)c1NC(=O)CNC(=O)c1ccc2ccccc2n1,-3%,4%,-2%,5%,-9%,34%,-11%,38,-15%
CC(C)c1onc(C(=O)N(C)C2CCCCC2)c1[N+](=O)[O-],-8%,8%,1%,14%,-5%,-4%,-4%,-13,12%
Cc1cccnc1C(NC(=O)C1CCN(Cc2ccccc2)CC1)c1ccc(F)cc1 (configuration not stated),-28%,-30%,-4%[57.1 µM],?,-37%,/,/,-15,?
COC(=O)c1cccc(CC2(C)C(=O)Nc3cc(-c4ccccc4Cl)ccc32)c1 (configuration not stated),?,-33%,4%,-28%,?,/,/,-13,?
Cc1cc(S(=O)(=O)N2CCOCC2)ccc1OCC(=O)Nc1ccc(F)cc1F,-1%,-22%,4%,16%,-5%,14%,-3%,-19,10%
O=C(c1ccc2c(c1)OCO2)N1CCC2(CC1)Oc1ccc(F)cc1C(=O)C21CC(c2cccnc2)=NO1 (configuration not stated),0%,-13%,-10%,-8%,-1%,?,6%,0,-12%
O=c1c2ccccc2cnn1Cc1n[nH]c(=S)n1-c1ccccc1Cl,11%,-3%,1%,5%,18%,-8%,5%,16,23%
Cc1ccc(N2CC(=O)Nc3c(oc4nc(-c5ccccc5)cc(C)c34)C2=O)cc1,-2%,-13%,4%,-14%,-4%,?,3%,2,5%
O=C(Cn1c(=O)c2c(ncn2Cc2ccccc2)n(Cc2ccccc2)c1=O)N1CCc2ccccc21,-7%,-11%,5%,-4%,-12%,1%,4%,7,-5%
COCc1cc(C)nc(SCC(=O)Nc2ccc(N3CCOCC3)cc2)c1C#N,6%,6%,-19%,10%,9%,0%,-2%,0,-14%
O=C(CSc1nnc(-c2cnccn2)n1Cc1ccco1)c1ccccc1,-5%,/,-11%,0%,0%,-13%,0%,-8,0%
Cc1cccc(OCc2nnc(SCC(=O)N3c4ccccc4Sc4ccc(Cl)cc43)o2)c1,7%,-23%,-14%,3%,13%,1%,-3%,-8,2%
Cc1nc2c(cnn2-c2ccccc2Cl)c(=O)n1-c1ccc(C(C)C)cc1,-16%,-29%&-18%,-8%,?,0%,17%,?,17,?
COc1ccccc1-c1nc2n(n1)C(c1ccccc1Cl)C(C(N)=O)=C(C)N2 (configuration not stated),-10%,4%,4%,-17%,-18%,-2%,1%,3,-12%

Screens: PubChem, National Center for Advancing Translational Sciences (NCATS)
